Bioassay records as filed in PubChem.
OXTR ag = human OXTR agonists, primary screen, fluorescence, CHO-OTR cells, Fluo-8 calcium. Fluo-8 calcium fluorescence; normalized: DMSO 0%, oxytocin 100%. activation, % at 3 µM. 0.32% of 320,000 active;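 active = activation above the mean of all tested compounds plus 3 SD, cutoff set per screening run, cut at about 20% in these data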;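 note: peak over basal fluorescence ratio from a 100 s FLIPR kinetic read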
Target sequence (P30559 whole entry, looked up): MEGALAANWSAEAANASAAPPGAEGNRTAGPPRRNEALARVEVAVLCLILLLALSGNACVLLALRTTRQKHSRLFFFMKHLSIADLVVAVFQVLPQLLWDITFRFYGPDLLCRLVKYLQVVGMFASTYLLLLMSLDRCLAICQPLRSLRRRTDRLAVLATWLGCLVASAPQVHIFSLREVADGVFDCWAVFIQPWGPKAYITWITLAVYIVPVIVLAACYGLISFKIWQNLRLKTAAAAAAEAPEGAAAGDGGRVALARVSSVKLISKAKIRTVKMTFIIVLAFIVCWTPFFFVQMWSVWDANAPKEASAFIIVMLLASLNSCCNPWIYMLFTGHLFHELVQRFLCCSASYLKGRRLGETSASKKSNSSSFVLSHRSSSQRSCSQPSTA
* hit, by the source's call. This is a subset; count on the stated rates, not on these rows.

SMILES	OXTR ag
CC12CCC(=O)N1C(C(=O)Nc1ccccc1F)CS2 (stereo not given)	1.4
O=C(Nc1cccc(S(=O)(=O)N2CCOCC2)c1)c1ccc(N2CCCC2=O)cc1	1.4
Cc1ccc(C(=O)OCC(=O)Nc2ccc(Cl)cn2)s1	-0.2
COc1ccccc1NC(=O)COC(=O)c1cc([N+](=O)[O-])ccc1N1CCCC1	-1.1
COCC(C)n1c(C)cc(C(=O)COC(=O)c2cnc(Cl)c(Cl)c2)c1C (stereo not given)	5.3
CC1C(=O)N2CCCc3cc(NC(=O)c4ccccc4C(F)(F)F)cc1c32 (stereo not given)	-0.7
CC(OC(=O)CN1C(=O)c2ccccc2C1=O)C(=O)NC1(C#N)CCCCC1 (stereo not given)	0.8
COc1ccc(C2=CC(=O)C[C@H](c3ccc(Cl)cc3)C2)cn1	-1.5
O=C1C=C(NC2CCCCC2)CCC1	-0.3
O=C(NNC(=O)c1ccc(-n2cncn2)c([N+](=O)[O-])c1)c1ccc(Cl)cc1	-0.8
CC[C@]12c3[nH]c4ccccc4c3CCN1C(=O)C(CC(=O)NCCc1ccccn1)C[C@@H]2C(=O)N1CCN(C(=O)C2CC2)CC1 (stereo not given in full)	0.8
COc1ccc(N2CC(NS(=O)(=O)c3cccs3)CC2=O)cc1 (stereo not given)	0.2
COc1ccc(C)cc1S(=O)(=O)N1CCC2(CC1)OCCN2S(=O)(=O)c1cccs1	1.4
O=C1CN(C(=O)COC(=O)CCS(=O)(=O)c2ccccc2)c2ccccc2N1	1.2
COc1ccc2c(c1)OC[C@H]1[C@H]2N2C(=O)c3cc(OC)c(OC)cc3NC(=O)[C@@]2(C)[C@H]1c1ccccc1	2.6
Cc1ccc2c(c1)[C@H]1[C@H](CO2)[C@H](c2ccccc2)[C@]2(C)C(=O)N(CC3CCCO3)CC(=O)N12 (stereo not given in full)	0.2
CCN(CC(=O)NCc1ccc(Cl)cc1)C(=O)CCOc1ccc(C)cc1	-3.1
COc1ccccc1CNS(=O)(=O)CCNC(=O)c1ccccc1	-0.9
Cc1cc(C)c(C)c(S(=O)(=O)N2CCN(C(=O)C3CCC3)CC2)c1C	-1.6
CNS(=O)(=O)c1cccc(C(=O)OCC(=O)c2cc(C)n(CC3CCCO3)c2C)c1 (stereo not given)	3.9
COc1ccc(CCNC(=O)CN2C(=O)C(=O)N(C3CCCC3)C2=O)cc1OC	-0.5
Cc1ccc2c(c1)C(=O)N1[C@H]3c4cc(Cl)ccc4OC[C@@H]3[C@H](c3ccccc3)[C@]1(C)C(=O)N2	1.0
CN(CC(=O)Nc1ccc(F)c(F)c1F)C(=O)c1nn(Cc2ccccc2)c(=O)c2ccccc12	-0.3
COc1ccc(NC(=O)CN(C)C(=O)c2ccc3ccccc3n2)cc1	0.8

Shown with bars between the fields: entries from further up
SMILES | OXTR ag
Cc1ccc2c(c1)[C@H]1[C@H](CO2)[C@H](c2ccccc2)[C@]2(C)C(=O)N(CC3CCCO3)CC(=O)N12 (stereo not given in full) | 0.2
CCN(CC(=O)NCc1ccc(Cl)cc1)C(=O)CCOc1ccc(C)cc1 | -3.1
COc1ccccc1CNS(=O)(=O)CCNC(=O)c1ccccc1 | -0.9
Cc1cc(C)c(C)c(S(=O)(=O)N2CCN(C(=O)C3CCC3)CC2)c1C | -1.6

(cont.)
SMILES	OXTR ag
O=C(O)c1cc(-c2ccccc2)nc(-c2ccccc2)c1	3.7
COCCCN(C(=O)CCOc1ccc(C)cc1)c1c(N)n(Cc2ccccc2)c(=O)[nH]c1=O	-0.7
Cc1cc(C(=O)N2CCN(c3ccccc3O)CC2)c(C)o1	1.6
COc1ccc(CNC(=O)COC(=O)C(CCSC)NC(=O)c2ccco2)cc1OC (stereo not given)	0.8
COc1ccc(C(=O)N2CCNC(=O)C2)cc1S(=O)(=O)Nc1ccc(Br)cc1	0.7
Cc1ccc(NC(=O)CSc2nc(=O)n(CCCN3CCOCC3)c3c2CCCC3)cc1	-1.4
CCCCCN(C(=O)CCC(=O)OCc1cccc(Cl)c1)c1c(N)n(CCCC)c(=O)[nH]c1=O	-1.2
OCCN1CCN(CC/C=C2/c3ccccc3Sc3ccc(Cl)cc32)CC1	11
CC(=O)NCCC(=O)Nc1cc(S(=O)(=O)N2CCOCC2)ccc1N1CCCC1	-0.9
O=C(Nc1nc2c(F)cc(F)cc2s1)C1CCN(C(=O)c2ccc(F)cc2)CC1	5.0
COc1cccc2c1SCc1ccccc1C2CC(N)=O (stereo not given)	0.0
CC1CCN(C(=O)COC(=O)Cn2cnc3c2c(=O)n(C)c(=O)n3C)CC1	1.2
Cc1ccn2c(=O)nc(SCC(=O)c3ccccc3)nc2c1	1.1
CC(C)CCN(C(=O)c1ccncc1)c1c(N)n(Cc2ccccc2)c(=O)[nH]c1=O	-0.6
CCCCN1CCNC[C@@H]1Cc1ccccc1	1.5
CCCCn1c(N)c(N(CC(C)C)C(=O)c2cccs2)c(=O)[nH]c1=O	-1.0
COC(=O)c1ccc(OC(=O)C2CSC3(C)CCC(=O)N23)cc1 (stereo not given)	1.1
CCOc1ccc(CCNC(=O)COC(=O)CNC(=O)c2ccc(Br)o2)cc1OCC	-2.1
COc1cc(C(=O)NCc2cccc(Cl)c2)ccc1OCC(=O)N1CCOCC1	0.1
COc1ccc(O)cc1	-0.2
C/C(=N\N(c1ccccc1)c1ccccc1)c1ccc(N)cc1	-1.5
O=C(c1cccc(S(=O)(=O)N2CCOCC2)c1)N1CCCC(C(F)(F)F)C1 (stereo not given)	1.5
COc1cccc(NC(=O)CN(C)C(=O)c2cc3ccccc3cc2OC)c1	1.5
CCCSc1ccc([C@@H]2[C@H]3C(=O)N(C)C(=O)[C@H]3[C@]3(C(=O)OC)CCCN23)cc1OC	1.1
CCN(CC)CCOC(=O)c1cc(Cl)c(N)cc1OC	-0.8
O=C(Cc1ccccc1F)Nc1cc(S(=O)(=O)N2CCCC2)ccc1Cl	-1.1
CCOc1ccc(NC(=O)CN(C)C(=O)CN2C(=O)NC3(CCCC3)C2=O)cc1OCC	-0.3
Cc1ccc(C(=O)N[C@H](C(=O)NC2CCCCC2)C(C)C)cc1	-0.7
CC(=O)C[C@H](O)CC(=O)[C@@H]1OC(=O)CCCCCc2ccccc21	0.7
Cc1cccc(C)c1NC(=O)CN(C)C(=O)CCC(=O)c1ccccc1	0.0
CCOC(=O)C1=C(COC(=O)c2cccs2)NC(=O)NC1C (stereo not given)	0.2
CC(C)CC(=O)Nc1ccc(C(=O)COC(=O)C2=COCCO2)cc1	1.3
CCN(CC(=O)Nc1c(F)cccc1F)C(=O)c1ccc(-n2cncn2)c([N+](=O)[O-])c1	-0.2
CC(=O)N1CCN(C(=O)c2cc(-c3ccc(C)o3)nc3ccccc23)CC1	-0.5
COc1ccc(C2=NOC(Cn3nc(-c4ccccc4)cc3C(=O)NCc3ccccc3OC)C2)cc1 (stereo not given)	2.5
COc1ccc(S(=O)(=O)N2CCCC2CNC(=O)C(=O)NCCc2ccccc2)cc1 (stereo not given)	-0.9

Fetched by structure from the list above, four records:
SMILES	OXTR ag
COc1ccc(CNC(=O)COC(=O)C(CCSC)NC(=O)c2ccco2)cc1OC (stereo not given)	0.8
COc1ccc(CCNC(=O)CN2C(=O)C(=O)N(C3CCCC3)C2=O)cc1OC	-0.5
O=C(O)c1cc(-c2ccccc2)nc(-c2ccccc2)c1	3.7
CN(CC(=O)Nc1ccc(F)c(F)c1F)C(=O)c1nn(Cc2ccccc2)c(=O)c2ccccc12	-0.3

(further entries)
SMILES	OXTR ag
CN(C)CCCNc1oc(-c2ccc(Cl)cc2)nc1S(=O)(=O)c1ccccc1	17
CN(CC(=O)Nc1c(Cl)cccc1Cl)C(=O)Cc1cccs1	0.5
O=C(COC(=O)COc1ccc(Cl)cc1)NCCCc1ccccc1	1.8
Cc1cccc(NS(=O)(=O)c2cccc(C(=O)N3CCCC(C(F)(F)F)C3)c2)c1 (stereo not given)	-1.4
COc1ccc(NC(=O)CN(C)C(=O)CC2CCCC2)cc1	-0.4
Cc1ccc(NC(=O)CSc2nc(C)c(C)c(C)n2)cc1S(=O)(=O)N1CCOCC1	0.7
O=C(CSc1ccccc1F)NC(=O)c1ccccc1Br	0.1
O=C(CN1C(=O)NC2(CCOc3ccccc32)C1=O)c1ccc(Cl)s1 (stereo not given)	4.7
CCCCCCSc1ccc([C@H]2N[C@@](Cc3ccccc3)(C(=O)OC)[C@H]3C(=O)N(C)C(=O)[C@@H]23)cc1	1.1
O=C(Cc1ccccc1F)NNC(=O)c1cccs1	0.2
COc1cc(Nc2ccc(S(=O)(=O)N3CCN(C)CC3)cc2[N+](=O)[O-])cc(OC)c1	-1.2
O=C(CSC1=NS(=O)(=O)c2cc(F)ccc2N1)NCc1ccc(F)cc1	1.4
COc1ccc(CNC(=O)c2cc(C3CC3)nc3c2cnn3C(C)C)cc1OC	-0.4
COc1cccc(CNC(=O)c2cc(=O)[nH]c3ccc(S(=O)(=O)N4CCOCC4)cc23)c1	0.9
CC(=O)c1cccc(NC(=O)CNC(=O)Cc2cccc3ccccc23)c1	1.6
COc1ccc(CCC2(C)NC(=O)N(C(C)C(=O)Nc3ccccc3F)C2=O)cc1 (stereo not given)	-1.0
CCN1C(=O)[C@H]2[C@@H](c3ccc(-c4cccc(Cl)c4)c(OC)c3)N3CCCC[C@@]3(C(=O)OC)[C@H]2C1=O	-0.8
COc1cc2oc(=O)ccc2cc1-c1c(OC)ccc2ccc(=O)oc12	0.5
COc1ccc(-c2cccc(NS(=O)(=O)c3cc([N+](=O)[O-])ccc3C)c2)nn1	4.7
CCN(CC(=O)NCc1cccs1)C(=O)/C=C/c1cccc(OC)c1OC	-1.4
CCOc1ccc(NS(=O)(=O)c2cc(C(=O)N3CCCC3)ccc2Cl)cc1	-1.7
COc1ccc(C)cc1S(=O)(=O)Nc1ccc(-n2c(C)nc3ccccc3c2=O)cc1	1.6
CC(C)[C@H](NS(=O)(=O)c1ccccc1)C(=O)Nc1nccs1	1.9
O=C(COC(=O)CNC(=O)c1ccc([N+](=O)[O-])o1)Nc1ncc(Cl)cc1Cl	0.1
Cc1[nH]c2ccccc2c1C(=O)C(C)OC(=O)c1ccc(NC(=O)CC#N)cc1 (stereo not given)	0.6
O=C(CNC(=O)c1ccc2c(c1)S(=O)(=O)N=C1CCCCCN12)Nc1ccc(F)c(F)c1	2.8
C[C@H](CO)N1C[C@H](C)[C@@H](CN(C)C(=O)Nc2ccc(C(F)(F)F)cc2)Oc2c(NC(=O)CCC(F)(F)F)cccc2C1=O	1.2
Cc1cc(Br)ccc1NC(=O)CNC(=O)Cc1ccc(S(=O)(=O)N2CCOCC2)s1	-0.9
C=CCn1c(SCC(=O)c2c(N)n(C)c(=O)n(C)c2=O)nnc1-c1ccoc1C	0.0
Cc1ccccc1NC(=O)c1ccc(OCc2c(C)noc2C)cc1	0.6
COC(=O)c1c(C)[nH]c(C(=O)C(C)OC(=O)c2cc(C)oc2C)c1C (stereo not given)	7.2
Cc1cccc(C(=O)NCC(=O)OC(C)C(=O)Nc2ccc(Cl)cn2)c1 (stereo not given)	4.0
Cc1ccc(C(=O)OCC(=O)NNC(=O)c2ccc([N+](=O)[O-])cc2)o1	-0.9
O=C1CC2(CCN(C(=O)c3ccc(Cl)cc3)CC2)Oc2ccccc21	0.3
COc1c(OC(C)=O)c(=O)n2c3ccccc3c3ccnc1c32	-0.6
CCCCn1c(N)c(N(CC(C)C)C(=O)c2oc3c(Cl)cccc3c2C)c(=O)[nH]c1=O	-2.4
COc1ccc(C(=O)C(C)OC(=O)CCN2C(=O)C3CC=CCC3C2=O)cc1 (stereo not given)	0.4
O=C(CCc1nc2ccccc2c(=O)[nH]1)Nc1cccc(S(=O)(=O)N2CCCCC2)c1	-1.5
Cc1ccc(NC(=O)CN(C)C(=O)CSc2ccccc2F)cc1	0.1
CN(C(=O)COC(=O)/C=C/c1ccc2c(c1)OCO2)c1c(N)n(Cc2ccccc2)c(=O)[nH]c1=O	-0.8
CC(OC(=O)c1ccc(Cl)cc1)C(=O)NCC1CCCCC1 (stereo not given)	-2.8
COc1ccccc1C(=O)OCC(=O)Nc1cccc(S(=O)(=O)NC2=NCCCCC2)c1	0.9
O=C(COC(=O)C12CC3CC(CC(Br)(C3)C1)C2)Nc1ccc2[nH]c(=O)[nH]c2c1	0.5
CN(CC(=O)Nc1ccc(Cl)cc1)C1=NS(=O)(=O)c2ccccc21	2.6
CCOc1ccc(-c2cccc(NC(=O)c3ccco3)c2)nn1	-2.6
CCCc1cc(=O)[nH]c(SCC(=O)Nc2ccc(C)c(S(=O)(=O)N3CCCCC3)c2)n1	-0.4
CCNC(=O)NC(=O)CSc1ccc(S(=O)(=O)N(C)C2CCCCC2)cn1	3.3
O=C(COC(=O)/C=C/c1cccc(Br)c1)NC1CC1	1.9
CC(=O)N1c2ccccc2[C@@H](C)[C@@H]1C	0.9
CCC(=O)c1ccc(OCC(=O)OC(C)C(=O)N2CCc3ccccc32)cc1 (stereo not given)	0.1
Nc1nccnc1C(=O)OCC(=O)NC1CCCc2ccccc21 (stereo not given)	-1.1
CC(Oc1ccc(F)cc1)C(=O)Nc1cc(C(F)(F)F)ccc1-n1cncn1 (stereo not given)	-2.4
Cc1cc(SCC(=O)N(CC(C)C)c2c(N)n(CC(C)C)c(=O)[nH]c2=O)nc2ccccc12	-0.7
O=C(O)C(C(O)c1ccccc1)[n+]1ccccc1 (stereo not given)	2.7
CC(=O)c1cccc(NC(=O)C(C)OC(=O)c2ccc3ncsc3c2)c1 (stereo not given)	0.5

As entered above.
OXTR ag result of CCCc1cc(=O)[nH]c(SCC(=O)Nc2ccc(C)c(S(=O)(=O)N3CCCCC3)c2)n1 reads -0.4
OXTR ag result of O=C(CSc1ccccc1F)NC(=O)c1ccccc1Br reads 0.1
OXTR ag result of Cc1ccc(NC(=O)CSc2nc(C)c(C)c(C)n2)cc1S(=O)(=O)N1CCOCC1 reads 0.7
